# Screens as filed in PubChem.
# Mdm2-MdmX inh: inhibitors of human Mdm2-MdmX association, primary screen, cell-based, luminescence, split luciferase, SaOS-2, uHTS; Protein Mdm4 (Homo sapiens) + E3 ubiquitin-protein ligase Mdm2 (Homo sapiens), …; SaOS-2 split-luciferase Mdm2/MdmX complementation; 330,000 compounds, 3% hits; inhibition, % at 8 µM;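 active = inhibition of at least 50% at 8 µM in the primary screen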
# Target sequence (O15151 whole entry, looked up): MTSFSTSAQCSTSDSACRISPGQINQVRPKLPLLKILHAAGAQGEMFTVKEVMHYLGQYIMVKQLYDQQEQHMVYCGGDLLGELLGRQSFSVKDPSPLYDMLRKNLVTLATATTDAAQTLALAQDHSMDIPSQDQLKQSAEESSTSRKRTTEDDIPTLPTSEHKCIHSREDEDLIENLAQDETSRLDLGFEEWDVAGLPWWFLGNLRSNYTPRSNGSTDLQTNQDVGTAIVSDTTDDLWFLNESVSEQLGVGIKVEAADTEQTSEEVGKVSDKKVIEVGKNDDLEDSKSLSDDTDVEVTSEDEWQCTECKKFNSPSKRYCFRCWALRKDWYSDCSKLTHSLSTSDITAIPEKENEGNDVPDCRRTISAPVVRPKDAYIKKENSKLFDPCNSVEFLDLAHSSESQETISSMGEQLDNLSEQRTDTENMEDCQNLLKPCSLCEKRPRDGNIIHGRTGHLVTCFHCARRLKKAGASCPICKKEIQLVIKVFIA
# Target sequence (Q00987 whole entry, looked up): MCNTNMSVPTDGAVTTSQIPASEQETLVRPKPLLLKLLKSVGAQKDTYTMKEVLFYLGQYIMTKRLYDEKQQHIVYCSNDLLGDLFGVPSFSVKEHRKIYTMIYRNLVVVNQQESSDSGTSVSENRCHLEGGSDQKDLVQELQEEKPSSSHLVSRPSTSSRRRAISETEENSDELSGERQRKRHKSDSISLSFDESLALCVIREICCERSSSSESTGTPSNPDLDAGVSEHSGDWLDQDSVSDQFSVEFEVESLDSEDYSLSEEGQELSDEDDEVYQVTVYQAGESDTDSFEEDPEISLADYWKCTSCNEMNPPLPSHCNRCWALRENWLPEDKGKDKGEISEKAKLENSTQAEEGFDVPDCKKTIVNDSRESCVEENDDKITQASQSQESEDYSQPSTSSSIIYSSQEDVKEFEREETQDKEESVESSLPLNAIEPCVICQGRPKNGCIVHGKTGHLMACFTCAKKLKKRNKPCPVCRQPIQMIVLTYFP
# CCR6 antag: CCR6 receptor antagonists, primary screen, cell-based, CHO-K1, luminescence, beta-arrestin, uHTS | inhibition, % at 20 µM | AID 493098, 2011 | CHO-K1 CCR6 PathHunter beta-arrestin, CCL20-stimulated | 340,000 compounds, 0.49% hits;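 active = compounds whose inhibition of the agonist-driven luminescence signal at 20 µM reaches about 50%, limit read from the data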;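 also: cells stimulated with CCL20 at 14 nM final; plate controls were DMSO with CCL20 for no effect and DMSO without agonist for full effect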
# tim23-1 inh: growth inhibitors of tim23-1 mutant yeast, primary screen, luminescence, uHTS. S. cerevisiae tim23-1 growth, BacTiter-Glo luminescence, 24 h. inhibition, % at 20 µM. 330,000 compounds, 1.3% hits. AID 463212, 2010;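 active = growth inhibition of the mutant yeast at or above 50%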;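 also: temperature-sensitive mutant grown at 25 °C; plate controls were DMSO-treated mutant yeast for no effect and medium wells lacking yeast for full effect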
# UPR XBP1 act: activators of adaptive XBP1 UPR arm, primary screen, cell-based, CHO-XBP1 luciferase reporter, luminescence, uHTS | 330,000 compounds, 0.33% hits | IRE1-XBP1 UPR activation; percent of tunicamycin response, DMSO as zero | activation, % at 20 µM;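 active = versus positive control, 20 µM dose yields 30% or more activation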;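 also: 100% = tunicamycin at 10 µg/mL and 0% = DMSO only wells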
#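 Test system: CHO-XBP1 luciferase reporter cells | Buffer or medium: Serum-containing F12 medium, 10% FBS | Schedule: 6 h compound exposure at 37 °C, 5% CO2 | Detection: Steady-Glo luciferase glow luminescence, 10 min after reagent addition | Read-out basis: Activation, % of tunicamycin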
# APJ agonist: agonists of human apelin receptor APJ, primary screen, CHO-K1 cells, PathHunter beta-arrestin, luminescence; 0% DMSO wells, 100% apelin; activation, % at 20 µM; 330,000 compounds, 0.11% hits; AID 2520, 2010;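 active = activation more than six SD over the plate average, tested at 20 µM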;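 also: 0% = DMSO alone and 100% = apelin-13 at 10 nM; some results filed as inactive read as strong as hits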
#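 Assay system: CHO-K1 APJ beta-arrestin complementation cell line / Compound: single test compound dose, 20 µM final, 1% DMSO / Times: overnight seeding, 90 min compound at 25 °C, 1 h detection / Technique: beta-gal luminescence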
# EBI2 block: EBI2 receptor antagonists, beta-arrestin recruitment, primary screen, cell-based, luminescence, 7a,25-OHC stimulation, uHTS. 7a,25-OHC stimulated. 360,000 compounds, 0.81% hits. G-protein coupled receptor 183 (Homo sapiens), P32249. inhibition, % at 5 µM. AID 651636, 2012; in the data active = inhibition above about 38%;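 also: enzyme fragment complementation signal reports receptor beta-arrestin coupling in cells; 0% = agonist plus DMSO wells and 100% = wells without agonist; some results beyond the cut were filed as inactive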
# CXCR6 inh: CXCR6 receptor inhibitors, primary screen, cell-based, beta-arrestin, luminescence, CHO-K1 PathHunter, 1536-well; C-X-C chemokine receptor type 6 (Homo sapiens), O00574; 360,000 compounds, 0.36% hits; inhibition, % at 20 µM; in the data active = inhibition above about 34%, passing the limit was not always enough;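 also: antagonist mode with CXCL16 agonist at 10 nM final; 0% = 10 nM CXCL16 with DMSO and 100% = unstimulated wells without agonist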
# APJ antagonist: antagonists of human apelin receptor APJ, primary screen, CHO-K1 cells, beta-arrestin complementation, luminescence | inhibition, % at 20 µM | 330,000 compounds, 0.32% hits | P35414 | AID 2521, 2010;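 active = inhibition above about 40% at 20 µM, limit read from the data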;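 also: cells challenged with 10 nM apelin-13 agonist together with compound; plate controls were apelin-13 plus DMSO wells for no effect and DMSO wells lacking apelin-13 for full effect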
# CHOP UPR activ: activators of apoptotic CHOP UPR arm, primary screen, cell-based, CHO-CHOP luciferase reporter, luminescence, uHTS; UPR activation; percent of tunicamycin response over DMSO baseline; activation, % at 10 µM; 330,000 compounds, 0.34% hits; AID 449763, 2010;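 active = at 10 µM dose, activation of 40% or more, normalized to positive control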;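 also: 100% = tunicamycin at 10 µg/mL and 0% = DMSO alone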
#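 Test system: CHO-CHOP cells, stable luciferase reporter of PERK-eIF2a-CHOP signalling | Quantity: 500 CHO-CHOP cells per well | Buffer or medium: F12 plus 10% serum | Compound dosing: 10 µM single point, 0.5% DMSO | Schedule: 6 h compound treatment, 37 °C | Signal: Luciferase luminescence | Control set: Tunicamycin high control, DMSO low control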
# Numbers without * were called inactive.
# The line under a structure holds: APJ antagonist	APJ agonist	CXCR6 inh	tim23-1 inh	UPR XBP1 act	CCR6 antag	EBI2 block	Mdm2-MdmX inh	CHOP UPR activ
- Fc1ccc(CN2CCN3CCCC3C2C2CCCCC2)cc1F (stereo unspecified)
 : 15	-4	6	6	-3	19	-4	19	1.1
- O=C(c1cccc(N2C(=O)C3CC=CCC3C2=O)c1)N1CCN(c2ccccc2)CC1 (stereo unspecified)
 : 7	-3	-4	20	-2	-13	-7	17	0.1
- COC(=O)CCC(=O)N1CCCC(C(=O)c2ccc(Cl)cc2C)C1 (stereo unspecified)
 : 15	0	-2	7	-4	6	-12	-37	-1.4
- CC(=O)Nc1ccc(-c2csc(NC(=O)C3CC(=O)N(c4ccc5c(c4)OCCO5)C3)n2)cc1 (stereo unspecified)
 : -17	-2	-6	-13	-4	-2	-8	-6	-1.6
- COc1ccc(CN(CCN2CCOCC2)C(=O)c2c(F)cccc2F)cc1OC
 : 2	-4	1	11	1	-9	-15	-5	-0.2
- Cc1nn(-c2ccccc2)c2c1C(=O)N(c1ccccc1)C(=O)C(C)(C)C2
 : 2	2	15	11	-2	5	6	17	-4.1
- O=[N+]([O-])c1cccnc1-n1cnc2ccccc21
 : -9	0	-8	4	-1	-5	-2	17	0.5
- CCc1sc(C(=O)NCc2ccco2)cc1Br
 : -13	-1	5	28	-4	14	0	-23	1.2
- Cc1ccc(NC(=O)C(=O)NCCN2CCN(S(=O)(=O)c3ccccc3)CC2)cc1C
 : -6	-3	1	1	-2	13	8	12	2.2
- CN(CC(=O)Nc1ccc(N2CCOCC2)cc1)C(=O)c1cn(-c2ccccc2)nc1-c1ccccc1
 : -3	0	-6	-18	-1	12	6	18	2.5
- COc1ccc(/C=N/n2c(SC)nnc(C(C)(C)C)c2=O)c(OC)c1
 : 8	-6	-6	14	4	5	-8	1	-0.3
- CCOc1ccc(NC(=O)CN(C)C(=O)Cc2c(C)nc3ccccc3c2C)cc1OCC
 : 14	1	-12	6	-3	12	-6	24	-0.6
- Cc1ccc(NC(=O)CN2C(=O)COc3ccc(S(=O)(=O)N4CCOCC4)cc32)cc1F
 : 22	-4	-1	-4	-2	11	4	20	1.8
- C=CCn1cc(C(=O)OCC)c(=O)c2cc(F)c(F)cc21
 : 21	-6	7	-13	-1	-10	5	31	0.8
- COC(=O)C(C)n1cnc2c(nnn2-c2ccc(OC)cc2)c1=O (stereo unspecified)
 : 3	-5	0	8	-1	-5	-7	14	-1.2
- Cc1ccc(S(=O)(=O)N(CC(=O)N/N=C\c2cccs2)c2cccc3cccnc23)cc1
 : -4	1	-17	13	1	21	-1	23	3.7
- CC(C)(C)c1ccc(OCc2nnc(SCC(N)=O)n2N)cc1
 : -18	-2	0	3	1	2	-10	30	1.4
- C=C1C[C@H]2[C@@H]3CCc4cc(OC)ccc4[C@H]3CC[C@]12C
 : -3	-5	-27	10	3	21	11	10	-0.8
- Cc1n[nH]c(C)c1N=Nc1ccc(Br)cc1
 : 10	-3	9	62*	7	-15	-2	27	2.6
- C[C@H](NC(=O)c1nc[nH]c1C(=O)N[C@@H](C)c1ccccc1)C(=O)OC(C)(C)C
 : 11	4	-1	26	-2	0	-12	1	-0.7
- O=C(O)c1cccc(S(=O)(=O)Nc2ccc(N3CCCCC3)cc2)c1
 : 9	3	3	-1	-1	5	-11	16	0.0
- CCOC(=O)N1CCN(C(=O)c2ccc(CNS(=O)(=O)c3ccc(C)cc3)cc2)CC1
 : -2	3	-13	5	-2	-8	5	-9	-0.4
- CC1=NN(Cc2ccccc2)C(=O)C1C(c1ccccc1)C(C#N)C#N (stereo unspecified)
 : 7	1	1	34	1	12	-3	12	0.1
- O=C(NCCCn1cccn1)c1cc(COc2ccc(F)cc2Cl)on1
 : 1	-2	0	0	1	12	-4	20	-0.2
- O=C(NCc1cccs1)C1CCN(S(=O)(=O)c2cccc3cccnc23)CC1
 : -2	-2	-7	-1	-3	-4	5	11	1.4
- CCC(C)[C@H](NC(=O)C1CCN(C(=O)[C@H](Cc2ccccc2)NS(=O)(=O)c2ccc(C)cc2)CC1)C(=O)O (stereo partly specified)
 : -20	-1	-6	3	-4	14	-10	-6	0.4
- CCCCn1c(N)c(N(Cc2ccccc2OC)C(=O)c2ccc(N3CCCC3=O)cc2)c(=O)[nH]c1=O
 : -52	-3	-4	-1	-3	4	-9	3	-0.4
- COc1ccc(CCNC(=O)COc2ncnc3cc([N+](=O)[O-])ccc23)cc1
 : -34	4	-7	-4	-1	7	-15	12	0.0
- CCOC(=O)c1ccccc1NC(=O)COC(=O)C(CCSC)NC(=O)COc1ccccc1 (stereo unspecified)
 : -49	-5	-6	18	-2	5	2	-3	0.8
- CN(CC(=O)Nc1ccc(F)cc1)C(=O)COC(=O)/C=C/c1ccc(OC(F)F)cc1
 : 0	5	1	0	-3	18	-4	5	0.4
- N#Cc1ccncc1S(=O)c1ccc(Cl)cc1 (stereo unspecified)
 : -8	-1	-12	10	-3	5	0	-17	-0.6
- Cc1ccccc1NC(=S)N(CCN(C)C)C(C)c1cccnc1 (stereo unspecified)
 : -1	-1	8	11	-2	-5	-4	-9	1.0
- O=C(/C=C/c1ccccc1)NCCCNC(=O)/C=C/c1ccccc1
 : -3	0	3	6	-1	4	24	-36	-0.4
- Cc1c(NC(=O)C(C)OC(=O)c2c3c(nc4ccccc24)CCC(C)C3)c(=O)n(-c2ccccc2)n1C (stereo unspecified)
 : -11	0	-8	-2	-5	15	3	24	-0.5
- NC(N)=NS(=O)(=O)c1ccc(NC(=S)NC(=O)/C=C/c2ccc(F)cc2)cc1
 : -8	2	0	-5	-2	11	7	18	0.4
- c1ccc2c(SCc3cn4ccccc4n3)nncc2c1
 : 13	1	8	-1	-2	2	-11	-27	1.1
- O=C(Nc1cccc2c1CCCC2)c1ccccc1Cl
 : 21	-2	1	-3	-2	13	-2	0	4.9
- O=C(COC(=O)c1cc(=O)[nH]c(=O)[nH]1)Nc1cccc(S(=O)(=O)N2CCOCC2)c1
 : -6	-2	0	7	-1	-4	-2	-4	0.1
- CN(C)CCN(C)Cc1c2ccccc2c(CN(C)CCN(C)C)c2ccccc12
 : -33	1	-9	58*	0	-4	-1	15	3.2
- COc1ccc(OC)c(-c2cc(C(=O)Nc3cc(C)n(Cc4ccc(Cl)cc4)n3)no2)c1
 : 21	7	7	21	0	-12	29	-14	1.1
- O=C(COc1ncnc2ccccc12)Nc1cccc([N+](=O)[O-])c1
 : -13	-1	-10	-15	1	-1	3	22	-1.5
- O=C(NCc1ccccc1Cl)NCc1ccccc1Cl
 : -17	0	2	-20	0	4	-5	-7	1.0
- CCOc1ccccc1C(=O)N1CCN(c2cccc(Cl)c2)CC1
 : 11	-2	4	31	12	-16	-14	74*	1.7
- CN1CCCN(Cc2ccccc2C(F)(F)F)CC1
 : 6	-4	1	-11	2	-5	-9	3	-1.6
- O=C(c1ccc(F)cc1)N1CCC(C(=O)N2CCN(c3ncccn3)CC2)CC1
 : 5	-6	3	4	-6	-13	4	4	-0.7
- COc1ccc(-c2ccc(C#N)c(OC(=O)c3c(Cl)cccc3Cl)n2)cc1
 : -36	1	3	12	-1	-33	6	64*	-3.3
- CCN(CC)C(=O)Cn1cc(C(=O)C(=O)N2CCCc3ccccc32)c2ccccc21
 : 4	-5	4	2	-2	9	3	-4	1.6
- Nc1ccc(C(=O)NC23CC4CC(CC(C4)C2)C3)cc1
 : 16	-2	-3	24	-4	-4	4	24	-2.0
- CCOC(=O)N/N=C(\c1ccccc1)C(O)c1ccccc1 (stereo unspecified)
 : 0	1	7	7	0	-15	0	5	0.4
- COc1ccc(C(=O)O/N=C(\N)Cc2ccc([N+](=O)[O-])cc2)c(OC)c1
 : -24	21*	-10	40	1	-12	5	86*	0.4
- COc1ccc(OC)c(CN2CCC(N3CCC(C(=O)NC4CC4)CC3)CC2)c1
 : -39	-5	4	-17	-4	-3	6	6	2.1
- O=C(NCc1ccncc1)c1cc(-c2ccc(Cl)cc2)oc1C(F)(F)F
 : -14	-4	-6	25	2	12	12	9	0.3
- CCCN1CCC(=O)N([C@H](CSc2ccc(OC)cc2)c2ccccc2)CC1
 : -5	3	5	26	5	11	9	11	1.3
- COc1ccc(/C=C/C(=O)N/C(=C\c2ccco2)C(=O)NCCc2nc3ccccc3[nH]2)cc1
 : 10	0	1	22	-2	8	13	-13	1.3
- CC(C)CN(CC(C)C)C(=O)Cc1coc2ccc3ccccc3c12
 : 2	1	-6	39	0	9	13	0	1.6
- O=C(CNC(=O)c1cccs1)OCC(=O)c1ccc(Cl)cc1
 : -9	-3	10	18	1	11	5	-16	1.3
- CC1(C)CC(=O)C(C=NCCCn2ccnc2)=C(O)C1
 : 12	-3	-4	4	0	2	-3	7	-1.1
- Cc1ccc(-c2csc3ncnc(SCc4ccc(C(=O)O)cc4)c23)cc1
 : 5	-4	15	34	-1	15	9	6	-1.8
- Cc1cc(C)c(C(=O)/C=C/c2ccc3c(c2)OCO3)c(=O)[nH]1
 : -14	-2	-2	8	-2	11	0	1	2.4
- Cc1ccc(S(=O)(=O)CCC(=O)OCC(=O)N2c3ccccc3CC2C)cc1 (stereo unspecified)
 : 15	2	-17	-7	-1	1	-2	5	0.1

# Further results follow.
# The line under a structure holds: APJ antagonist	APJ agonist	CXCR6 inh	tim23-1 inh	UPR XBP1 act	CCR6 antag	EBI2 block	Mdm2-MdmX inh	CHOP UPR activ
- COC(=O)C1CN(S(=O)(=O)c2cc(OC)ccc2OC)CCS1 (stereo unspecified)
 : -10	0	-1	20	1	-6	-3	-6	1.2
- O=C(NCc1cccs1)C1CCCCC1
 : -6	-1	-6	8	-3	-1	-2	-20	1.0
- O=C(Cc1ccc(F)cc1)Nc1nc(-c2ccc(F)c(F)c2)cs1
 : -26	4	-12	19	-6	-17	7	1	4.6
- Cc1ccc(NC(=O)CSc2nnc(Cc3cccn3C)n2-c2ccc(F)cc2)c(C)c1
 : -51	-6	0	23	-1	7	8	0	-0.6
- Cc1cccc(-n2nc(C)c3c(C(=O)O)cc(-c4cccs4)nc32)c1
 : 0	2	-11	40	-3	-8	2	20	-0.4
- COc1ccc(CNC(=O)Nc2ccccc2)cc1
 : -21	0	-3	2	0	13	5	-26	4.0
- CCN(C[C@H]1N[C@@](C)(C(=O)OC)[C@H]2C(=O)N(Cc3ccccc3)C(=O)[C@@H]12)C(=O)Nc1ccccc1
 : 11	-1	5	6	-2	-8	-4	-12	0.8

# These rows are one share of the data; the hit share may differ from the screen's.
